Assay outcomes from PubChem.
NALP3 yeast inh: NALP3 inflammasome inhibitors in reconstituted yeast, primary screen, luminescence, uHTS; Yeast reconstituted NLRP3/ASC/caspase-1, beta-gal luminescence, 24 h; inhibition, % at 10 µM; 330,000 tested, 0.39% active;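 active = inhibition of 50% or more; inactive = inhibition below 50%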;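 note: plate controls were induced DMSO wells for no effect and uninduced yeast grown without galactose for full effect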
GRIN3A LBD mod: binders of NR3A ligand-binding domain, primary screen, biophysical, differential scanning fluorimetry, uHTS | Glutamate receptor ionotropic, NMDA 3A (GRIN3A) ligand-binding domain | NR3A LBD differential scanning fluorimetry, Tm shift; 0% = protein alone, 100% = glycine-bound protein | Tm shift relative to glycine control, % at 25 µM | 340,000 tested, 2.5% active | AID 1259313, 2017;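 active = melting temperature shift of at least 10% of the positive control shift, at one fixed dose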
MPTP inh: mitochondrial permeability transition pore inhibitors, primary screen, biochemical, isolated mouse mitochondria, absorbance. 360,000 tested, 1.4% active. Ca2+ swelling absorbance, 30 min. inhibition, % at 10 µM;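 active = inhibition of 50% or more, scaled per plate between neutral and stimulator controls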;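 note: 0% = DMSO wells given calcium and 100% = 1 mM EGTA wells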
TIM10 inh: growth inhibitors of isogenic TIM10 control yeast, primary screen, counter-screen for tim10-1 yeast inhibitor project, luminescence, uHTS | S. cerevisiae TIM10 strain growth, BacTiter-Glo luminescence, 24 h | inhibition, % at 10 µM | 330,000 tested, 1.4% active;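 active = inhibition of 40% or more at the single tested concentration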;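 note: wild-type TIM10 isogenic control strain grown at permissive 25 °C; 0% = DMSO yeast wells and 100% = minimal medium wells without yeast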
tim10-1 inh: growth inhibitors of tim10-1 mutant yeast, primary screen, luminescence, uHTS | inhibition, % at 20 µM | S. cerevisiae tim10-1 ts strain growth, BacTiter-Glo, 24 h | 330,000 tested, 2.2% active;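 active = inhibition of at least 40%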;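 note: mutant grown at 25 °C; 0% = DMSO wells with yeast and 100% = wells holding no yeast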
APJ agonist: agonists of human apelin receptor APJ, primary screen, CHO-K1 cells, PathHunter beta-arrestin, luminescence. P35414. 0% DMSO wells, 100% apelin. activation, % at 20 µM. 330,000 tested, 0.11% active. AID 2520, 2010;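 active = activation more than six SD over the plate average, tested at 20 µM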;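 note: 0% = DMSO alone and 100% = apelin-13 at 10 nM; some results filed as inactive read as strong as hits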
Target sequence (P35414 whole entry, looked up): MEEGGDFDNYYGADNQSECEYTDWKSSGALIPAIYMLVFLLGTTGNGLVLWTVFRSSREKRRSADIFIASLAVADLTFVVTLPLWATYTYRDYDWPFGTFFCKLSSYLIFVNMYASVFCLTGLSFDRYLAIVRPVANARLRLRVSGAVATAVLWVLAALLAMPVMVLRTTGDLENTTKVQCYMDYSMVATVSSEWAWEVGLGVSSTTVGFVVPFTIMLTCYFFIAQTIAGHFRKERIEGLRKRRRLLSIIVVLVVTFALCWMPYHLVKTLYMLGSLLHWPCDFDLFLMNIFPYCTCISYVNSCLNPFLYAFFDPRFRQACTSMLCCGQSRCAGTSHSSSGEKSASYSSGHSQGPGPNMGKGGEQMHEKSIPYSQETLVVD
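Assay system: engineered CHO-K1 APJ arrestin reporter cells; Amount: 1000 CHO-K1 reporter cells seeded per well; Dosing: one dose, 20 µM compound, 1% DMSO; Times: compound stimulation 90 min at 25 °C, detection 60 min; Measured by: luminescent beta-gal fragment complementation, chemiluminescent substrate; Read-out: APJ–arrestin association signal; Controls: DMSO vs Apelin-13 10 nM.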
tim23-1 inh: growth inhibitors of tim23-1 mutant yeast, primary screen, luminescence, uHTS | S. cerevisiae tim23-1 growth, BacTiter-Glo luminescence, 24 h | inhibition, % at 20 µM | 330,000 tested, 1.3% active | AID 463212, 2010;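 active = growth inhibition of the mutant yeast at or above 50%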;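 note: temperature-sensitive mutant grown at 25 °C; plate controls were DMSO-treated mutant yeast for no effect and medium wells lacking yeast for full effect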
beta cell repl: inducers of MIN6 beta-cell proliferation, primary screen, ATP luminescence, uHTS | MIN6 cells proliferation, ATPlite luminescence, 48 h; cells starved in 0.2% serum; 100% = growth in 10% serum | proliferation, % at 10 µM | AID 2380, 2010 | 330,000 tested, 0.29% active;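 active = compounds whose signal lies at least 3.5 SD above the mean of all wells on their plate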;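 note: 0% = DMSO-treated cells in low-serum medium and 100% = 10% serum control; some compounds called inactive have numbers as strong as hits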
APJ antagonist: antagonists of human apelin receptor APJ, primary screen, CHO-K1 cells, beta-arrestin complementation, luminescence; AID 2521, 2010; 330,000 tested, 0.32% active; P35414; inhibition, % at 20 µM;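 active = inhibition above about 40% at 20 µM, limit read from the data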;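 note: cells challenged with 10 nM apelin-13 agonist together with compound; plate controls were apelin-13 plus DMSO wells for no effect and DMSO wells lacking apelin-13 for full effect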
Numbers without * were called inactive; . = not tested or not shown.

SMILES	NALP3 yeast inh	GRIN3A LBD mod	MPTP inh	TIM10 inh	tim10-1 inh	APJ agonist	tim23-1 inh	beta cell repl	APJ antagonist
CCCCc1ccc(S(=O)(=O)NCCCN2CCCC2=O)cc1	0	1	1.8	-6	0	-4	8	-4	11
Cc1ccc(Cl)cc1N1CCN(C(=O)CCS(=O)(=O)c2cccc3nonc23)CC1	7	-5	-4.1	4	7	-1	25	-3	-9
O=C(NCCN1CCOCC1)c1cc2ccccc2[nH]1	-1	-1	-5.8	-1	6	1	17	8.2*	-12
CCOC(=O)c1sc(NC(=O)CSC(=S)N2CCN(C)CC2)nc1C	13	-2	3.5	15	3	-6	25	-3	11
S=C(NCCc1ccccc1)N1CCCCC1	14	2	6.4	10	17	-4	-3	-3	-4
CCOC(=O)C1CCN(C(=O)Cn2nc(C)n3nc(-c4ccc(OC)cc4)cc3c2=O)CC1	12	-1	-1.3	-5	24	2	27	-3	15
O=C(NNS(=O)(=O)c1ccc(Cl)cc1)c1cccs1	11	-1	-0.3	0	-5	-3	-9	2	8
CC(=O)NCCc1nc2cc(NC(=O)c3ccccc3)ccc2n1C	-3	0	-1.6	9	-9	-5	7	-2	-6
O=C(COc1ccccc1[N+](=O)[O-])Nc1cccnc1	13	-1	2.2	4	13	-2	11	-4	8
O=C(CSc1nnc(-c2ccccc2)o1)N1CCCCC1	27	0	2.0	6	-6	-1	7	0	3
O=C(NN=Cc1ccc(OC(F)F)cc1)c1ccc(NS(=O)(=O)c2cccs2)cc1	3	3	0.1	8	-1	-3	9	-5	0
CN(CC1CCOCC1)C(=O)CC1C(=O)NCCN1CC1CCCCC1 (stereo not drawn)	21	-2	-0.5	-2	5	-2	8	2	-10
COc1cc(C(=O)NCCC(=O)N2CCN(C)CC2)cc(OC)c1OC	-12	1	0.6	6	6	1	-8	4	0
Cc1[nH]n(-c2ccccc2)c(=O)c1N=Nc1ccc(Cl)cc1	24	-4	1.7	6	2	-5	0	-5	29
COCCNC(=O)CN(C(=O)CCC(=O)Nc1cc(C)on1)c1cccc(C)c1C	2	0	0.0	-1	7	-2	0	-3	2
CN(CC(=O)Nc1ccc(C(N)=O)cc1)S(=O)(=O)c1ccc2c(c1)OCCO2	2	-1	-1.1	-2	-13	-2	-2	-3	-1
CCN1C(=O)CSC1=Nc1ccc(Cl)c(Cl)c1	10	0	-0.5	-5	11	-4	28	0	-3
CN(C)c1ccc(/C=C2\N=C(C(C)(C)C)OC2=O)cc1	25	6	-0.3	17	9	-6	7	-2	18
Cc1c(CCO)c(=O)n(-c2ccccc2)n1S(=O)(=O)c1ccc(F)cc1	7	0	0.2	9	17	-4	3	-2	12
C[N+](C)=C1SCC(C)(/C=N/O)S1 (stereo not drawn)	6	-5	2.0	-20	-11	-1	14	0	2
O=C(NCCNC1CCC(c2ccccc2)CC1)c1cccs1 (stereo not drawn)	8	2	47	-12	12	-1	3	-1	-3
CC1CN(C(=O)CCC(=O)N2CCCCC2)c2ccccc2O1 (stereo not drawn)	14	-1	-0.8	-7	-9	-4	3	-1	5
CC(NS(=O)(=O)c1ccccc1)c1n[nH]c(=S)n1-c1ccccc1 (stereo not drawn)	8	-4	0.6	-11	9	4	-2	2	-5
O=C(Nc1ccc(Oc2cccnc2)cc1)C1CCCCN1Cc1ccc(CO)o1 (stereo not drawn)	16	10*	-0.8	5	-10	6	-8	2	-39
Cc1ccc(S(=O)(=O)NCCC(=O)NCCSc2ccc(Br)cc2)cc1	20	1	1.5	-3	15	-5	16	1	0

Three compounds from above, ordered by the value under APJ antagonist, highest first.
SMILES	NALP3 yeast inh	GRIN3A LBD mod	MPTP inh	APJ antagonist
O=C(CSc1nnc(-c2ccccc2)o1)N1CCCCC1	27	0	2.0	3
CC(=O)NCCc1nc2cc(NC(=O)c3ccccc3)ccc2n1C	-3	0	-1.6	-6
Cc1ccc(Cl)cc1N1CCN(C(=O)CCS(=O)(=O)c2cccc3nonc23)CC1	7	-5	-4.1	-9

Going on with the list.
SMILES	NALP3 yeast inh	GRIN3A LBD mod	MPTP inh	TIM10 inh	tim10-1 inh	APJ agonist	tim23-1 inh	beta cell repl	APJ antagonist
COc1ccc(/C=C/C(=O)c2ccncc2)c2ccccc12	14	-3	3.6	30	24	7	42	0	-36
CCOC(=O)C1CCN(CC(=O)Nc2cc(C)nn2-c2nc3ccccc3s2)CC1	2	-1	-1.2	-4	16	-3	-12	2	8
O=C(NNC(=S)NC(=O)c1cccnc1)c1ccccc1	14	2	-0.9	6	23	5	18	1	14
Cn1cc(C(=O)N/N=C/c2ccc(Br)c([N+](=O)[O-])c2)c2ccccc21	5	7	19	-14	-7	1	7	-2	-14
C/C(=N\NC(=O)c1nnn(-c2nonc2N)c1-c1ccc(Cl)c(Cl)c1)c1ccncc1	6	-10	0.3	9	13	3	15	-1	6
Cc1cc(-c2ccccc2)nc(N/N=C/c2ccc(O)cc2)n1	14	7	-1.9	35	32	1	38	-4	6
Cc1ccc(S(=O)(=O)N2CCCCC2CCNC(=O)C(=O)NCc2ccccc2C)cc1 (stereo not drawn)	16	0	0.1	-24	13	-7	16	-4	-48
CC(C)Nc1cc(C(F)(F)F)nc(-c2ccccn2)n1	2	-2	1.4	-13	35	2	-10	1	4
C=C(C)C1CCC(C)=C1COC(=O)Nc1ccccc1 (stereo not drawn)	8	2	3.0	-24	-9	-1	-11	-2	11
CCOC(=O)c1cn2ccc(C)cc2n1	5	-1	0.5	-10	0	1	-13	-3	-5
Cc1ccc(COC(=O)c2cc([N+](=O)[O-])ccc2N2CCOCC2)cc1	30	.	0.2	-17	9	-3	32	-6	-25
CCOC(=O)C1(C)/C(=N/Nc2ccccc2)C(=O)C(=O)N1c1ccccc1 (stereo not drawn)	11	-3	3.3	13	36	-6	34	-4	14
CC(=O)Nc1ccc(-c2csc(Nc3cc(C)ccn3)n2)cc1	20	25*	0.1	15	-18	6	41	1	-14
CCCCn1c(SCC(=O)Nc2ccc(OC)cc2)nc2ccc(N3CCOCC3)cc2c1=O	-4	-3	3.4	18	16	4	-7	-1	-12
O=C(CCC1CCCC1)NNC(=O)c1cccc(Cl)c1	18	-1	-0.1	10	-12	18	0	-3	-4
CCOCCCNC(=O)C1CC(=O)N(CCc2ccc(C)cc2)C1 (stereo not drawn)	4	-1	-0.5	-4	10	-1	17	-1	0
COc1ccccc1CN1[C@@H](CC(=O)O)c2ccccc2S1(=O)=O	4	3	-0.7	3	0	-4	1	-3	-69
Cc1cc(NC(=O)CSc2nnc(C3COc4ccccc4O3)n2N)no1 (stereo not drawn)	-1	-1	1.8	-3	-14	1	15	2	-39
COc1cccc2c1OCC/C2=N\NC(=O)C(C)Oc1ccc([N+](=O)[O-])cc1 (stereo not drawn)	22	-3	-3.2	6	17	-3	0	1	4
CC(=O)N1CC(=O)N(c2ccccc2)C1=O	12	-1	-0.4	-6	-6	-3	-10	3	-2
O=C(Nc1cccc2ccccc12)c1cnccn1	7	-4	-4.3	1	-11	-2	-6	0	13
Cc1n[nH]c(=S)n1/N=C/c1cccc(OCc2ccccc2)c1	26	0	1.9	26	41*	-3	37	-2	-3
CC12CN3CCN(CC(C3)C1(O)CN1CCCCC1)C2 (stereo not drawn)	6	1	-2.0	1	-2	-4	-2	-3	16
Cc1nnc(Sc2cc(C(=O)NC3CC3)c3ccccc3n2)s1	1	-1	-0.1	3	8	-4	17	0	7
CCOC(=O)N1CCN(S(=O)(=O)c2ccc(C(=O)Nc3nnc(C4CC4)o3)cc2)CC1	-12	-3	0.1	-9	-1	-3	-4	-3	7

New compounds follow.
SMILES	NALP3 yeast inh	GRIN3A LBD mod	MPTP inh	TIM10 inh	tim10-1 inh	APJ agonist	tim23-1 inh	beta cell repl	APJ antagonist
COC(=O)c1ccc(-c2nc(CN3CCCN(C(=O)c4ccco4)CC3)c(C)o2)cc1	8	-1	-1.6	8	2	-2	2	1	11
COc1ccc(-n2c(C)cc(/C=C3/SC(=O)N(CC(=O)N4CCOCC4)C3=O)c2C)cc1	8	3	0.5	4	-1	3	14	0	16
CCOc1ccc(NC(=O)CCN2CCCCC2)cc1	6	-1	-0.1	-3	6	-3	-6	1	-1
COc1ccc(C2/C=C\CN(CC(C)C)CC(=O)N2Cc2ccc(F)cc2)cc1 (stereo not drawn)	-5	-1	-0.6	-8	38	0	-15	-6	13
COc1ccc(C(=O)N(C)C(C)c2ccon2)cc1OC1CCN(C(C)C)CC1 (stereo not drawn)	14	2	-0.1	4	-4	0	2	-2	-5
CC(C)(C)C(=O)NCCc1nc(-c2ccccc2)no1	17	0	-1.0	-9	2	-3	-17	-3	3
Cc1c(C(=O)NCc2ccccn2)oc2c(Cl)cccc12	37	1	0.0	11	27	-4	27	9	14
CN1C(=O)C(=O)/C(=C(/O)c2ccc(Br)cc2)C1c1ccc(Cl)cc1 (stereo not drawn)	14	4	0.2	-13	10	0	1	0	12
Cc1nnc(NC(=O)c2ccc(Br)o2)s1	13	1	1.1	13	18	-1	12	-2	15
O=C1/C(=C/c2ccco2)SC(=S)N1C1CCS(=O)(=O)C1 (stereo not drawn)	26	-2	1.4	1	1	-1	8	-2	0
CCn1c(CNC(=O)Cc2ccc(OC)cc2)n[nH]c1=S	24	-1	-3.5	-15	6	0	-13	-2	-2
Cc1c(O)nc2sc3ccccc3n2c1=O	11	.	.	-4	-16	3	-3	1	9
CN(C)S(=O)(=O)c1ccc2nc(NC(=O)c3cccs3)sc2c1	-10	2	6.6	27	21	-1	41	-4	1
COc1ccc2nc(NC(=O)c3cccc(S(=O)(=O)N4CCOCC4)c3)sc2c1	23	4	-0.4	27	24	-3	21	-1	9
CSc1ccc(OC2CCCCC2NS(=O)(=O)c2ccccc2)cc1 (stereo not drawn)	10	-12	4.7	-9	26	-2	19	-4	15
O=C(/C=C/c1cccs1)NNC(=O)c1ccccc1	18	0	-0.9	8	-4	-3	2	-2	13
O=[N+]([O-])c1ccc(N2CCN(c3ccc(F)cc3)CC2)nc1	10	-2	1.3	10	-3	-5	29	1	14
COc1cccc(NC(=O)c2ccc(Cn3cc([N+](=O)[O-])cn3)o2)c1	11	7	-0.3	33	9	-2	-5	0	9
CCOC(=O)Nc1ccc2c(COC(=O)c3ccccc3O)cc(=O)oc2c1	30	1	0.3	8	-20	1	-3	0	16
C/C(Cl)=C\Cn1c(O)c(N=O)c2ccccc21	16	-1	0.5	10	26	-3	17	7	8
CCc1ccc(CN(C)C(=O)C2CCC(=O)N(Cc3ccccn3)C2)cc1 (stereo not drawn)	12	1	-1.0	-9	4	-2	-8	-3	-19
Fc1ccc(-c2nc3ccccn3c2NCc2ccc3c(c2)OCO3)cc1	18	1	0.7	22	27	-3	21	-2	-1
O=C(NCc1ccco1)C(=O)NCC1OCCCN1S(=O)(=O)c1ccccc1 (stereo not drawn)	1	-1	0.2	8	6	-2	5	-2	0

A few values from the list.
Value for COc1ccc(C(=O)N(C)C(C)c2ccon2)cc1OC1CCN(C(C)C)CC1 (stereo not drawn) under MPTP inh: -0.1
Value for CN1C(=O)C(=O)/C(=C(/O)c2ccc(Br)cc2)C1c1ccc(Cl)cc1 (stereo not drawn) under beta cell repl: 0
